# EP2 modulator: EP2 receptor modulators, cAMP readout, primary screen, cell-based, HTRF cAMP, PGE2 stimulation; Prostaglandin E2 receptor EP2 subtype (Homo sapiens), P43116; EP2-expressing cells, cAMP HTRF FRET, PGE2 co-stimulation; induction, % at 25 µM; 260,000 compounds, 0.83% hits; AID 940, 2007;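 active = compounds whose cAMP rise, as percent of the full-agonist control response, exceeds 60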;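 note: rat C6 glioma line stably carrying human EP2 under a CMV promoter; the protocol text gives 20 µM as final concentration; 100% = response of wells given 1 µM PGE2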
# Target sequence (P43116 whole entry, looked up): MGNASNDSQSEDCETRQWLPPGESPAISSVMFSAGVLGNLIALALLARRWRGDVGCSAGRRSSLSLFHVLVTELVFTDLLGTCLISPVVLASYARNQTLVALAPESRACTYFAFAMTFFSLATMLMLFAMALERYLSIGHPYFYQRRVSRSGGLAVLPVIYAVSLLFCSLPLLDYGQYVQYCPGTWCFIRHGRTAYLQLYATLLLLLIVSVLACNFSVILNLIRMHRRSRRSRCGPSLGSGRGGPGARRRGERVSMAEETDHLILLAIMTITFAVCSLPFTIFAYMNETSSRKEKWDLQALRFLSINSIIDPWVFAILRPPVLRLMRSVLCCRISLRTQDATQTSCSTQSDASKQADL
# * = called active by the depositor. Not all compounds are listed; the hit share may differ from the screen's.
Molecule	EP2 modulator
Cc1ncc(-c2ccncc2)c(C2CCCN(C(=O)c3cnsc3)C2)n1 (centres undefined)	-14
CCn1cc(C(=O)NC2(c3ccc(F)cc3)CCCC2)c(C)n1	-37
Cc1cc2c(cc3c(=O)n(CC(=O)NCC(C)c4ccccc4)nc(C)n32)s1 (centres undefined)	-21
CC(C)[C@H]1CN(Cc2ccco2)CCN1C(=O)Nc1ccccc1F	-9
O=C(c1cccc(N2CCCCS2(=O)=O)c1)N1CCCC1c1nc2ccccc2[nH]1 (centres undefined)	-6
Cc1cc(C)nc(N2CCC(CNC(=O)c3cc(C(C)(C)C)[nH]n3)CC2)n1	-55
CN(C)c1ccc(C(=O)N2CCC(Nc3nc(C(F)(F)F)cc(=O)[nH]3)CC2)cc1	3
CC1CN(c2nc3c(c(=O)[nH]2)CCN(Cc2ccc(N4CCCCC4)cc2)C3)CC(C)O1 (centres undefined)	0
COc1ccccc1CN1Cc2cc3cc(C)ccc3nc2OCC1=O	-31
Cc1cc2ccccc2n2c(=O)n(CC(=O)Nc3ccccn3)nc12	1

# Next records follow.
Molecule	EP2 modulator
Cn1ccnc1C1(O)CC2CCC(C1)N2C(=O)c1ccc2c(c1)OCO2 (centres undefined)	1
Cc1nn(Cn2nnc3ccccc32)c(=O)c2cc3ccsc3n12	-31
O=C(Cc1ccccc1F)N1CCC(n2nc(-c3ccco3)ccc2=O)CC1	-38
CCc1[nH]n2c(=O)c3c(nc2c1-c1ccc(F)cc1)CCC3	-18
CN(Cc1ccccc1)C(=O)[C@H]1C[C@@H](c2ccco2)NS(=O)(=O)N1C	-59
COCCNC(=O)[C@H]1C[C@@H](c2ccc(OC)c(OC)c2)NS(=O)(=O)N1C	-29
CCn1c(=O)n(CC(=O)Nc2ccc3c(c2)OCCO3)c2cccnc21	-16
O=C(NCCn1nc(-c2ccco2)ccc1=O)c1cccs1	0
CC1CN(Cn2nc3c4ccccc4ncn3c2=O)CC(C)O1 (centres undefined)	-40
Cn1nc(Cl)cc1C(=O)N1CCC(C(=O)c2nc3ccccc3s2)CC1	-36

# Next entries
Molecule	EP2 modulator
CC[C@H](Cn1nc(-c2cccs2)ccc1=O)NC(=O)Cc1nc2nc(C)cc(C)n2n1	-9
CCc1cc(=O)[nH]c(NC2CCN(CC(=O)Nc3cccc(C(F)(F)F)c3)CC2)n1	-35
CC(C(=O)NC1CC2(CCCC2)Oc2ccccc21)c1n[nH]c(=O)c2ccccc12 (centres undefined)	-19
COc1ccc(-c2ccc(=O)n(CC3CCN(C(=O)c4c(F)cccc4F)CC3)n2)cc1	-15
CC(C)[C@@H](Cn1nnc2ccccc21)NC(=O)c1ccc2c(c1)n(C)c(=O)n2C	-15
CC(C)C(=O)N1CCCC(c2ncncc2-c2ccncc2)C1 (centres undefined)	5
Cc1c(CN2CCc3c(nc(N4CCCC4)[nH]c3=O)C2)[nH]c2ccccc12	-26
CN1c2ncccc2C(=O)NC12CCN(C(=O)CCc1nc3ccccc3s1)CC2	5
CC1CN(c2nc3c(c(=O)[nH]2)CCN(Cc2ccccc2O)C3)CC(C)O1 (centres undefined)	-2
O=C(CC1CCCCC1)N1CCC[C@H]1Cn1nc(-c2ccc3c(c2)OCO3)ccc1=O	-37

# More entries follow:
Molecule	EP2 modulator
CC(=O)N1CCN(c2c(C)c(C)nc3c(-c4ccc(C)cc4)c(C)nn23)CC1	14
CC(C)[C@@H](Cn1nc(C2CC2)ccc1=O)NC(=O)c1ccc(=O)[nH]n1	-3
CC(C)(C)NC(=O)Cn1nc(-c2cccc(F)c2)n(-c2ccncc2)c1=O	-13
Cc1cc2ccccc2n2c(=O)n(CC(=O)NCc3ccco3)nc12	-22
O=C(Cc1c[nH]c2ccccc12)N1CCc2c(nc(N3CCCC3)[nH]c2=O)C1	-31
COc1ccc(C(=O)N2CCC(c3[nH]ncc3-c3ccncc3)CC2)o1	-13
Cc1cc(-c2cnc(C)nc2C2CCCN(CC(=O)Nc3nc(C)cs3)C2)on1 (centres undefined)	-4
Cn1c(N2CCCC(C(=O)NCc3ccccc3F)C2)nc2ccccc21 (centres undefined)	-29
Cc1cc(C(F)F)n2ncc(C(=O)N3C4CCC3CC(c3ccc(F)cc3)C4)c2n1 (centres undefined)	-8
Cc1nn(CC(=O)NC2CCC2)c(=O)c2cc3sccc3n12	-6

# Reformatted: 21 of the compounds above.
EP2 modulator	SMILES
-36	Cn1nc(Cl)cc1C(=O)N1CCC(C(=O)c2nc3ccccc3s2)CC1
-9	CC[C@H](Cn1nc(-c2cccs2)ccc1=O)NC(=O)Cc1nc2nc(C)cc(C)n2n1
-35	CCc1cc(=O)[nH]c(NC2CCN(CC(=O)Nc3cccc(C(F)(F)F)c3)CC2)n1
-19	CC(C(=O)NC1CC2(CCCC2)Oc2ccccc21)c1n[nH]c(=O)c2ccccc12 (centres undefined)
-15	COc1ccc(-c2ccc(=O)n(CC3CCN(C(=O)c4c(F)cccc4F)CC3)n2)cc1
-15	CC(C)[C@@H](Cn1nnc2ccccc21)NC(=O)c1ccc2c(c1)n(C)c(=O)n2C
5	CC(C)C(=O)N1CCCC(c2ncncc2-c2ccncc2)C1 (centres undefined)
-26	Cc1c(CN2CCc3c(nc(N4CCCC4)[nH]c3=O)C2)[nH]c2ccccc12
5	CN1c2ncccc2C(=O)NC12CCN(C(=O)CCc1nc3ccccc3s1)CC2
-2	CC1CN(c2nc3c(c(=O)[nH]2)CCN(Cc2ccccc2O)C3)CC(C)O1 (centres undefined)
-37	O=C(CC1CCCCC1)N1CCC[C@H]1Cn1nc(-c2ccc3c(c2)OCO3)ccc1=O
14	CC(=O)N1CCN(c2c(C)c(C)nc3c(-c4ccc(C)cc4)c(C)nn23)CC1
-3	CC(C)[C@@H](Cn1nc(C2CC2)ccc1=O)NC(=O)c1ccc(=O)[nH]n1
-13	CC(C)(C)NC(=O)Cn1nc(-c2cccc(F)c2)n(-c2ccncc2)c1=O
-22	Cc1cc2ccccc2n2c(=O)n(CC(=O)NCc3ccco3)nc12
-31	O=C(Cc1c[nH]c2ccccc12)N1CCc2c(nc(N3CCCC3)[nH]c2=O)C1
-13	COc1ccc(C(=O)N2CCC(c3[nH]ncc3-c3ccncc3)CC2)o1
-4	Cc1cc(-c2cnc(C)nc2C2CCCN(CC(=O)Nc3nc(C)cs3)C2)on1 (centres undefined)
-29	Cn1c(N2CCCC(C(=O)NCc3ccccc3F)C2)nc2ccccc21 (centres undefined)
-8	Cc1cc(C(F)F)n2ncc(C(=O)N3C4CCC3CC(c3ccc(F)cc3)C4)c2n1 (centres undefined)
-6	Cc1nn(CC(=O)NC2CCC2)c(=O)c2cc3sccc3n12

# Later entries.
Molecule	EP2 modulator
CCn1c2cc(C)sc2c2cnn(CC(=O)OC)c(=O)c21	-10
O=C(Cc1ccc(F)cc1)N1CCC(Cn2nc(-c3ccco3)ccc2=O)CC1	-49
Cc1nc2c(-c3ccccc3)c(C)nn2c(NCCN2CCOCC2)c1C	-40
CCC(c1ccc(F)cc1)n1cc(C(=O)NCCCN2CCOCC2)nn1 (centres undefined)	0
Cc1ncc(-c2ccncc2)c(C2CCCN(C(=O)c3ccc4c(c3)OCCO4)C2)n1 (centres undefined)	14
O=c1[nH]nc(-c2ccc(F)cc2)n1-c1ccncc1	-3
COc1ccc(C2(C(=O)N3CCC(c4ccc5c(c4)OCO5)CC3)CC2)cc1	-11
Cc1cc(-c2cnc(C)nc2C2CCN(C(=O)Cn3nc(C)cc3C)CC2)on1	-26
Cc1cc2c(cc3c(=O)n(CC(=O)NCCc4ccccc4Cl)nc(C)n32)s1	18
COC(=O)[C@H]1CCc2ccccc2N1C(=O)C1CCCCC1	12

# (next part)
Molecule	EP2 modulator
Cc1cc(-c2cncnc2C2CCCN(C(=O)C(C)(C)C)C2)on1 (centres undefined)	-12
COc1ccc2c(c1)cc(C)c1nn(CC(=O)N(C)C)c(=O)n12	24
Cc1cc(C)c2cc3c(nc2c1)OC(C)C(=O)N(Cc1ccco1)C3 (centres undefined)	-42
CCn1ncc(C(=O)N2CCCC(c3nc(C)ncc3-c3ccncc3)C2)c1C (centres undefined)	5
CCC1CCCCN1C(=O)[C@H]1C[C@@H](c2ccc(F)cc2)NS(=O)(=O)N1C (some centres undefined)	-74
Cc1c(C(=O)N2CCCC(c3ncncc3-c3ccncc3)C2)cnn1C (centres undefined)	28
Cc1cc2c(o1)CCc1sc(N(C)C(=O)c3cccs3)nc1-2	-28
CCc1nn(CC(=O)N2CCCC2)c(=O)c2cc3sc(C)cc3n12	-22
COC(=O)[C@@H]1CN(C(=O)c2n[nH]c3c2CCC3)C[C@H]1c1ccc(OC)cc1	10
CCc1nn(CC(=O)NC(C)(C)C)c(=O)c2cc3oc(C)cc3n12	-25

# (cont.)
Molecule	EP2 modulator
c1csc(CN2CCC(n3cnc4cccnc43)CC2)c1	4
COc1cccc(CC(=O)N2CCC(C(=O)c3cccnc3)CC2)c1	-22
COC(=O)[C@H]1CCc2ccccc2N1C(=O)Cc1cccs1	-8
C=CCn1c(N2CCC(C(=O)NCCCN3CCC(C)CC3)CC2)nc2ccccc21	-39
O=C(CC1CCCCC1)N1CCC[C@H]1Cn1nc(-c2ccc(F)cc2)ccc1=O	-17
COC(=O)[C@H]1CN(C(=O)c2cscn2)C[C@@H]1c1ccc(F)cc1	-30
O=C(Cc1c[nH]c2ccccc12)N1CCC(c2ccnc3nc(C(F)(F)F)nn23)CC1	-35
Cc1ncc(-c2ccncc2)c(C2CCN(C(=O)Cc3cccs3)CC2)n1	-13
CCc1cc(NN)n2nc3nc(C)cc(C)c3c2n1	-27
COc1ccc(-c2c(C)nn3c(NCCCN4CCCC4=O)cc(C)nc23)cc1	-44

# Continuation:
Molecule	EP2 modulator
Cc1ccc(-c2nnn(C3CCN(C(=O)c4cscn4)CC3)n2)cc1	-45
O=C(Cn1c(=O)n(Cc2cccs2)c2ncccc21)Nc1ccccc1-n1ccnc1	-18
CC(O)(C(=O)NCCc1nc(-c2ccncc2)n[nH]1)c1ccccc1 (centres undefined)	-17
O=C(Cc1ccc2c(c1)OCO2)N1CCC(c2ccc3c(c2)OCO3)CC1	-17
CCCNC(=O)Cn1ncc2c3sc(C)cc3n(CC)c2c1=O	-21
Cc1cc2c(cc3c(=O)n(CC(=O)NCc4cccs4)nc(C)n32)s1	11
COc1ccc(CCN2CCC(O)(c3cccnc3)CC2)cc1	-33
Cc1nnc2nc(-c3ccc(NC(=O)CN4CCCC4=O)cc3)cn2c1C	-5
COc1ccc(C(=O)N2CCn3c(nnc3C3CC3)C2)cc1Cn1nc(C)cc1C	-17
CS(=O)(=O)c1cncnc1C1CCCN(C(=O)Cc2ccc3c(c2)OCO3)C1 (centres undefined)	-4

# Exported as labelled records: 2 of the compounds above
Cc1ccc(-c2nnn(C3CCN(C(=O)c4cscn4)CC3)n2)cc1
  EP2 modulator: -45
CCCNC(=O)Cn1ncc2c3sc(C)cc3n(CC)c2c1=O
  EP2 modulator: -21

# Later entries.
Molecule	EP2 modulator
COc1cccc(-n2c(=O)[nH]c3c(C(N)=O)nc(-c4ccco4)nc32)c1	-13
O=C(c1nccs1)C1CCN(C(=O)Cc2ccccc2F)CC1	-45
O=C(c1nc2ccccc2s1)C1CCN(C(=O)c2ccn[nH]2)CC1	-29
CS(=O)(=O)c1cnc2ncnn2c1C1CCN(C(=O)CCc2ccccc2)CC1	-8
Cc1cc(C)c2c(n1)nn1c(Nc3ccc4c(c3)OCO4)cc(C)nc21	-12
COC(=O)Cn1nc(C(c2ccccc2)c2ccccc2)oc1=O	24
CC(C)n1c(=O)n(Cc2cc3c(cc2Cl)OCO3)c2cccnc21	20
O=C(c1ccc(N2CCCCC2)cc1)N1CCCC(c2nc(-c3cccnc3)n[nH]2)C1 (centres undefined)	1
O=c1ccc(-c2cccs2)nn1C[C@H]1CCCN1	-27
O=C(CCn1nnc2ccccc21)N1CCC(c2[nH]ncc2-c2ccncc2)CC1	12

# (more compounds)
Molecule	EP2 modulator
O=C(CCn1ncc2ccccc21)N1CCC(c2[nH]ncc2-c2ccncc2)CC1	1
Cc1ncc(-c2ccncc2)c(C2CCCN(C(=O)c3cnccn3)C2)n1 (centres undefined)	19
O=C(c1ccc2c(c1)OCO2)N1CCCC(c2ncncc2-c2ccncc2)C1 (centres undefined)	-17
COc1ccc([C@@H]2C[C@H](C(=O)NCc3cccs3)N(C)S(=O)(=O)N2)cc1OC	-26
Cc1cc2c(o1)c1cnn(CC(=O)NC3CC3)c(=O)c1n2C	-60
COc1cccc(CN2CCN(C(=O)c3ccc(CN4CCCC4)o3)[C@@H](C)C2)c1	-69
O=C(c1nccs1)C1CCN(C(=O)Cc2c(F)cccc2Cl)CC1	-18

# Screening results as filed in PubChem.
